# HCV NS3 hel inh – blocks Hepatitis C virus NS3 helicase unwinding | NS3 helicase DNA unwinding, Cy5 molecular beacon fluorescence | inhibition, % at 10.9 µM | actives 0.56% (n = 290,000) | AID 1800;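 active means inhibition above the mean of all tested compounds plus 3 SD, set per campaign, cut at about 35% in these data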;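 further: 0% = DMSO wells and 100% = thioflavine S control wells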
#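 System: HCV NS3 helicase fragment; control set: DMSO and thioflavine S; technique: Cy5 fluorescence at 0 and 60 min, beacon hairpin quenching; reagent: beacon DNA duplex substrate plus ATP; replicates: singlicate; schedule: 1 h reaction at 25 °C, ATP-initiated; medium: MOPS buffer pH 6.5 with MgCl2, DTT, Tween20, BSA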
# SUMO HTRF inh – blocks human SUMOylation mediated by UBC9. actives 0.36% (n = 290,000). P63279. inhibition, % at 35 µM. HTRF SUMOylation assay, SAE1/SAE2 + UBC9, in vitro. AID 2006; in the data active means inhibition above about 50%, passing the limit was not always enough; further: strong numbers were not always called active
# Target sequence (P63279 whole entry, looked up): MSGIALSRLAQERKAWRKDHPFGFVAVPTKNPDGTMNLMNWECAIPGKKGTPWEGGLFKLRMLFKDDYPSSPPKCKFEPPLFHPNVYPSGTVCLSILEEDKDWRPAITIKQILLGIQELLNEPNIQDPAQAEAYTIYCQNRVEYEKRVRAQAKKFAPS
# GalR3 antagonist – blocks the human galanin receptor 3. O60755. HEK293 GalR3-CNG cAMP membrane potential fluorescence; galR3 body fused to GalR1 C-terminus. inhibition, % at 3 µM. actives 0.44% (n = 360,000). AID 651719;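 active means inhibition above the screen-wide average plus 3 SD, cut at about 13% in these data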;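 further: forskolin and galanin both at EC90 stimulate the cells; cAMP rise reported by CNG channel membrane potential dye signal; 0% = forskolin plus galanin with DMSO and 100% = forskolin alone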
# Target sequence (O60755 1-299 limits assumed): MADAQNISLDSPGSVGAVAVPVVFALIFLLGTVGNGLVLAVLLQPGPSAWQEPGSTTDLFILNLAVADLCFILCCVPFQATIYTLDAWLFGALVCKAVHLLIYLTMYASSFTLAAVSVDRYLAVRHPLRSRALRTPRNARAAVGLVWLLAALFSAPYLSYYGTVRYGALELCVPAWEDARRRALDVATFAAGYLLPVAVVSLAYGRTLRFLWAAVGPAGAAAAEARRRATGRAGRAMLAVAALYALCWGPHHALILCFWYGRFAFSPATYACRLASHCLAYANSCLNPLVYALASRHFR
# MEKK2 mut-MEK5 – signal of MEK5 binding to mutant human MEKK2 PB1 domain. bead flow cytometry, Alexa488-MEK5 binding to MEKK2 mutant. AID 1530. actives 0.35% (n = 290,000). percent response, % at 10 µM; in the data active means percent response above about 24%, passing the limit was not always enough; further: inactives centre near 1; some results filed as inactive read as strong as hits
# CRFBP-R2 block – antagonists of CRF-binding protein/CRF-R2 receptor complex; inhibition, % at 11.8 µM; HEK293 CRF-R2/CRF-BP, CRF-induced calcium fluorescence; actives 0.59% (n = 350,000); AID 588475;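 active means inhibition of the ligand-induced calcium signal above about 50% at the single tested concentration, limit read from the data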
# MEKK2wt PB1 HTS – raises or lowers MEK5 binding to wildtype human MEKK2 PB1 domain; Q9Y2U5; bead flow cytometry, Alexa488-MEK5 binding to MEKK2 WT; actives lie on both sides; binding response (% of control), % at 10 µM; actives 1.1% (n = 290,000); AID 1531; in the data active means binding response below about 67% or above about 130%
# DNA FID counter – displaces DNA intercalator in HCV helicase counter-screen. actives 0.17% (n = 290,000). DNA fluorescent intercalator displacement, fluorescence. inhibition, % at 7.9 µM; in the data active means inhibition above about 37%;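 further: 0% = vehicle and 100% = reference compound; higher means more ethidium bromide displaced from hairpin DNA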
# CRFBP-R2 agonist – CRF-BP/CRF-R2 complex agonism | activation, % at 13.2 µM | HEK293 CRF-R2/CRF-BP, calcium dye fluorescence (FLIPR); percent of saturating CRF peptide response | AID 588473 | actives 0.46% (n = 350,000);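 active means activation of at least 50%, plus an integration ratio under a set limit after plate pattern correction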;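 further: plate controls were neutral control wells without compound for no effect and CRF at EC100 for full effect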
# MEKK3 PB1 HTS – modulators (inhibitors or enhancers) of MEK5 binding to human MEKK3 PB1 domain; Q99759; bead-based flow cytometry, Alexa488-MEK5 binding to MEKK3; actives lie on both sides; 0 = blocked by unlabeled MEK5, 100 = vehicle; binding response (% of control), % at 10 µM; actives 1.4% (n = 290,000);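 active means binding response more than 3 SD above or below the average of its plate-row segment, actives on both sides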;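 further: Alexa488 bead fluorescence after subtracting the streptavidin-only scavenger bead signal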
# Target sequence (Q99759 whole entry, looked up, the tested form may be a part): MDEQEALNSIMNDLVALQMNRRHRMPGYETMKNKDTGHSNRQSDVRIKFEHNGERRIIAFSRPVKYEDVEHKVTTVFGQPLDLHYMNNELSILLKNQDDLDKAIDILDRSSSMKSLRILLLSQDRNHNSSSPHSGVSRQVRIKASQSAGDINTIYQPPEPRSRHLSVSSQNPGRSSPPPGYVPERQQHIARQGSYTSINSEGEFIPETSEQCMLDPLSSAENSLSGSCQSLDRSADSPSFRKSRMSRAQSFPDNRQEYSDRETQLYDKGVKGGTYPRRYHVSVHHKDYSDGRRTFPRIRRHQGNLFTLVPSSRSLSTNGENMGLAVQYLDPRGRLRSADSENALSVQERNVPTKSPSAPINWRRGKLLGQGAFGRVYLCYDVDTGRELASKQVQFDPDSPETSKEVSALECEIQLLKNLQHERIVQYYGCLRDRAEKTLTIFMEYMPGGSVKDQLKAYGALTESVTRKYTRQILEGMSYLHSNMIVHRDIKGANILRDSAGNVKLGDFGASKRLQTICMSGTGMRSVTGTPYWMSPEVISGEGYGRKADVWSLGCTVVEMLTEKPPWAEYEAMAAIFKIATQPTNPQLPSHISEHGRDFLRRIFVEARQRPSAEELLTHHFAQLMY
# * hit, by the source's call; / = not tested or not shown. Only part of the results is shown (hit frequency here may not be typical).
1) O=C(/C=C/c1ccccc1Cl)N(Cc1cccs1)C1CCS(=O)(=O)C1 (stereo not drawn)
2) CSc1ccccc1NC(=O)CSCc1ccccc1Br
3) O=S(=O)(CCSc1ccccn1)c1nc2ccccc2s1
4) C=CCOCCN1C(=O)C2C3C=CC(C2C1=O)C1C2C(=O)N(CCOCC=C)C(=O)C2C31 (stereo not drawn)
5) Cc1ccc(C)c(N2CC(C(=O)OCC(=O)Nc3cc(C)on3)CC2=O)c1 (stereo not drawn)
6) COC(=O)C(CC(C)C)NC(=O)C(Cc1ccccc1)NC(=O)C1CCCN1C(=O)OC(C)(C)C (stereo not drawn)

screen / no.,1,2,3,4,5,6
HCV NS3 hel inh,-5,-6,-1,10,-1,-4
SUMO HTRF inh,16,-26,22,13,2,0
GalR3 antagonist,-2,-2,-8,-1,-7,-6
MEKK2 mut-MEK5,-4,/,-8,2,4,1
CRFBP-R2 block,-12,0,-61,7,-4,4
MEKK2wt PB1 HTS,83,/,95,103,104,101
DNA FID counter,-34,-18,-9,-25,-23,-38
CRFBP-R2 agonist,-2.7,0.1,-0.7,1.2,-0.3,-0.7
MEKK3 PB1 HTS,88,/,96,102,98,101

7) Cc1cccnc1N1C(=O)c2ccc(C(=O)O)cc2C1=O
8) COc1ccc(/C(C)=N/NC(=O)c2cc(C)[nH]n2)c(OC)c1
9) Nc1[nH]ncc1-c1ccccc1
10) OCCN1CCN(Cc2cc(Cl)c3cccnc3c2O)CC1
11) O=C(Nc1ccccc1)C1=C[C@H](C2CC2)C[C@H](OCCCCO)O1
12) CC(C)(C)c1csc(Sc2ccc([N+](=O)[O-])cn2)n1

screen / no.,7,8,9,10,11,12
HCV NS3 hel inh,1,-1,13,-2,4,5
SUMO HTRF inh,14,22,4,-44,-16,-2
GalR3 antagonist,-8,-1,-4,-3,-6,-1
MEKK2 mut-MEK5,5,8,-10,12,-5,-2
CRFBP-R2 block,4,3,-5,-20,-1,13
MEKK2wt PB1 HTS,105,105,74,108,93,100
DNA FID counter,-1,-13,-4,2,-21,0
CRFBP-R2 agonist,-1.6,-0.5,-3.2,4.2,-2.6,-0.7
MEKK3 PB1 HTS,102,100,63,103,101,102

13) CC(C)(C)c1csc(NC(=O)c2ccc(Br)o2)n1
14) CCc1ccc(NC(=O)c2cc(S(=O)(=O)N3CCCC3)c[nH]2)cc1
15) CCN(CC)C(=O)CSc1nc2ccccc2c(=O)n1OC(C)C
16) COc1ccc(NC(=O)CC2S/C(=N\c3nccs3)N(C)C2=O)cc1 (stereo not drawn)
17) O=C(c1ccc2ccccc2c1)c1c[nH]cc1-c1ccccc1
18) O=S(=O)(c1ccc(Cl)cc1Br)N1CCCCC1

screen / no.,13,14,15,16,17,18
HCV NS3 hel inh,-18,-10,1,5,12,-6
SUMO HTRF inh,7,-6,8,23,-7,0
GalR3 antagonist,-6,/,0,-6,-4,-7
MEKK2 mut-MEK5,5,0,-2,0,5,-3
CRFBP-R2 block,8,0,7,2,7,-11
MEKK2wt PB1 HTS,106,102,99,99,105,99
DNA FID counter,-17,-35,-19,3,-7,-6
CRFBP-R2 agonist,-0.6,-2.3,-1.3,-2.4,0.1,-0.6
MEKK3 PB1 HTS,100,105,98,105,129*,98

# Grouped by structure, the compounds so far containing two or more sulfur atoms.
1) O=C(/C=C/c1ccccc1Cl)N(Cc1cccs1)C1CCS(=O)(=O)C1 (stereo not drawn)
2) CSc1ccccc1NC(=O)CSCc1ccccc1Br
3) O=S(=O)(CCSc1ccccn1)c1nc2ccccc2s1
12) CC(C)(C)c1csc(Sc2ccc([N+](=O)[O-])cn2)n1
16) COc1ccc(NC(=O)CC2S/C(=N\c3nccs3)N(C)C2=O)cc1 (stereo not drawn)

screen / no.,1,2,3,12,16
HCV NS3 hel inh,-5,-6,-1,5,5
SUMO HTRF inh,16,-26,22,-2,23
GalR3 antagonist,-2,-2,-8,-1,-6
MEKK2 mut-MEK5,-4,/,-8,-2,0
CRFBP-R2 block,-12,0,-61,13,2
MEKK2wt PB1 HTS,83,/,95,100,99
DNA FID counter,-34,-18,-9,0,3
CRFBP-R2 agonist,-2.7,0.1,-0.7,-0.7,-2.4
MEKK3 PB1 HTS,88,/,96,102,105

# Later entries.
19) O=C(c1ccccc1)c1ccc(OCC(O)CN2CCN(Cc3ccccc3)CC2)cc1 (stereo not drawn)
20) CCc1cccc(CC)c1NC(=O)CN1CCN(c2ccccc2)CC1
21) CC(C)c1nccn1CCC(=O)O
22) CCCN1CCN(CCCNC(=O)Cn2nc(-c3ccccc3)ccc2=O)CC1
23) CN(CC(=O)Nc1ccc(F)cc1)CC(=O)Nc1ccc(F)c(F)c1F
24) COc1cc(OC)cc(C(=O)N2CCN=C2SCc2cccnc2)c1

screen / no.,19,20,21,22,23,24
HCV NS3 hel inh,-48,-3,-5,5,-4,-2
SUMO HTRF inh,8,29,13,16,12,0
GalR3 antagonist,-3,-8,-8,2,-1,4
MEKK2 mut-MEK5,14,-4,0,2,-11,2
CRFBP-R2 block,-2,-9,-12,-1,5,0
MEKK2wt PB1 HTS,118,96,102,104,75,104
DNA FID counter,22,-22,-3,-2,2,-8
CRFBP-R2 agonist,2.2,-0.1,1.4,0.0,2.5,-1.0
MEKK3 PB1 HTS,103,92,102,106,67,100

25) Cc1ccc(NS(=O)(=O)c2ccc3[nH]c(=O)[nH]c3c2)cc1
26) COc1ccc(N(C(=O)CNC(=O)c2ccco2)C(C(=O)NC2CCCC2)c2cccnc2)cc1 (stereo not drawn)
27) CC(C)c1ccc(/C=C2\NC(=S)N(Cc3cccnc3)C2=O)cc1
28) CCOc1ccc(/C=N/NC(=O)c2nnn(-c3nonc3N)c2CN(C)C2CCCCC2)cc1
29) O=C(CCN1c2ccccc2Sc2ccccc21)OCC(=O)N1CCN(C(=O)c2ccco2)CC1
30) COCCNC(=O)C(OC(=O)C1=Cc2ccccc2OC1)C(C)C (stereo not drawn)

screen / no.,25,26,27,28,29,30
HCV NS3 hel inh,1,-1,-2,-4,-3,2
SUMO HTRF inh,/,4,8,0,16,27
GalR3 antagonist,2,-8,-2,-10,2,-3
MEKK2 mut-MEK5,8,-1,2,-3,0,-8
CRFBP-R2 block,35,1,-53,-10,15,-4
MEKK2wt PB1 HTS,101,104,97,97,93,91
DNA FID counter,-4,-24,0,-4,-33,-15
CRFBP-R2 agonist,3.3,0.8,-2.7,0.1,-0.5,-3.5
MEKK3 PB1 HTS,102,102,99,98,93,101

31) CCOC(=O)c1c(NC(=S)Nc2cccc(C)c2)sc2c1CC(C)(C)SC2
32) CCOc1ccc(NC(=O)CN2C(=O)COc3ccc(S(=O)(=O)N4CCCC4)cc32)cc1
33) Nc1ncnc(Nc2ccc(S(N)(=O)=O)cc2)n1
34) CCn1nnnc1SCC(=O)N1CCN(c2ccccc2)CC1
35) O=C(Nc1cccc(-c2nc3ccccc3s2)c1)C1=COCCO1
36) Brc1ccc(/C=N/Nc2ncnc3c2cnn3Cc2ccccc2)cc1

screen / no.,31,32,33,34,35,36
HCV NS3 hel inh,29,4,6,5,-1,-1
SUMO HTRF inh,14,7,13,10,-1,18
GalR3 antagonist,-7,-4,-6,-6,-5,-3
MEKK2 mut-MEK5,4,5,-2,-2,-1,/
CRFBP-R2 block,1,-7,-3,23,-10,5
MEKK2wt PB1 HTS,98,106,99,94,105,/
DNA FID counter,-16,-24,-1,-6,-10,1
CRFBP-R2 agonist,1.7,-0.5,-1.2,11,-2.5,0.1
MEKK3 PB1 HTS,102,101,97,98,92,/

37) O=C(OCC(=O)N1CCCC1)c1c(Cl)cccc1Cl
38) CCOC(=O)c1sc(NC(=O)Cn2nnc3sc4c(c3c2=O)CCC(C(C)(C)C)C4)nc1C (stereo not drawn)
39) C#CCSc1n[nH]c(-c2ccco2)n1
40) CCC1CCCCN1CCCNC(=O)C1CCN(c2ncnc3c2nc2n3CCCCC2)CC1 (stereo not drawn)
41) Cc1ccc(-c2nn3cnnc3c3ccccc23)cc1C
42) COCCOC(=O)C1=C(C)Nc2ncnn2C1c1ccco1 (stereo not drawn)

screen / no.,37,38,39,40,41,42
HCV NS3 hel inh,5,12,19,-3,9,3
SUMO HTRF inh,9,-20,0,21,0,20
GalR3 antagonist,-7,-4,-9,2,-2,-5
MEKK2 mut-MEK5,5,0,6,-1,-2,-2
CRFBP-R2 block,4,-42,15,-5,-20,1
MEKK2wt PB1 HTS,106,101,97,100,95,92
DNA FID counter,-4,-1,-10,3,-22,-2
CRFBP-R2 agonist,-0.2,-1.1,-1.1,4.2,-1.4,0.3
MEKK3 PB1 HTS,106,109,97,97,100,96

43) CC1CC(C)CN(CC(O)COCc2ccccc2)C1 (stereo not drawn)
44) Cc1c(O)cc2n(c1=O)-c1ccc(Cl)cc1C2(C)C
45) O=C(Cc1nc2ccccc2[nH]1)c1ccc(Br)cc1
46) O=C(C1CCN(Cc2ccccc2)CC1)N1CCN(C/C=C/c2ccccc2)CC1
47) CN(C)c1nc(Cl)nc(N(C#N)CCOc2ccccc2)n1
48) CC1=CCC2(CO)COC(c3ccccc3O)C1C2 (stereo not drawn)

screen / no.,43,44,45,46,47,48
HCV NS3 hel inh,0,4,2,-6,12,5
SUMO HTRF inh,2,21,8,9,3,7
GalR3 antagonist,-12,-5,-5,-2,-3,0
MEKK2 mut-MEK5,6,4,-1,0,2,4
CRFBP-R2 block,4,20,-3,-2,-10,2
MEKK2wt PB1 HTS,106,93,96,105,104,106
DNA FID counter,0,-1,3,9,-16,-3
CRFBP-R2 agonist,-1.9,-2.1,1.5,6.2,1.0,-0.3
MEKK3 PB1 HTS,106,103,104,102,103,101

49) CCOC(=O)C1=C(C)NC(=S)NC1c1ccc(C)s1 (stereo not drawn)
50) COc1ccc(N(CC(=O)Nc2ccc3c(c2)OCCO3)S(=O)(=O)c2c(C)nn(C)c2C)cc1
51) COC(=O)Cc1c(O)ccn(C2CC2)c1=O
52) O=C(CSc1ccc(Cl)cc1)NC(=O)NCc1ccco1
53) CC1=NN(C(=O)c2ccc(Br)cc2)C(O)(c2ccccc2)C1 (stereo not drawn)
54) CCOC(=O)c1c(C)nc2c(c1-c1ccc(OC)cc1)C(=O)CC(C)(C)C2

screen / no.,49,50,51,52,53,54
HCV NS3 hel inh,-3,-1,-1,16,7,7
SUMO HTRF inh,11,-3,2,14,1,-4
GalR3 antagonist,-6,-1,-2,0,-1,1
MEKK2 mut-MEK5,-4,/,8,-10,-1,7
CRFBP-R2 block,-4,4,9,-2,-9,-46
MEKK2wt PB1 HTS,93,/,114,87,98,109
DNA FID counter,-6,-27,0,-10,-10,-30
CRFBP-R2 agonist,-5.0,-1.0,3.0,0.1,1.5,0.0
MEKK3 PB1 HTS,93,/,104,102,83,109

55) CN(C)c1nc(=NCc2ccco2)ss1
56) N=c1c(S(=O)(=O)c2ccc(Cl)cc2)cc2c(=O)n3ccccc3nc2n1CCc1ccccc1
57) Cc1c(O)ccc(C(=O)CN2C(=O)c3ccccc3C2=O)c1O
58) O=C(NC(=S)Nc1ccc(Cc2ccncc2)cc1)c1ccccc1F

screen / no.,55,56,57,58
HCV NS3 hel inh,9,-22,1,2
SUMO HTRF inh,-11,29,-4,-8
GalR3 antagonist,/,0,0,4
MEKK2 mut-MEK5,8,7,-4,-1
CRFBP-R2 block,-2,/,21,-39
MEKK2wt PB1 HTS,99,100,100,104
DNA FID counter,-2,-5,10,-10
CRFBP-R2 agonist,-2.7,/,-0.5,6.2
MEKK3 PB1 HTS,100,103,96,100

# Source: PubChem BioAssay (several laboratories)
